Screening results as filed in PubChem BioAssay.
PfHsp40 yeast = rescue of PfHsp40-mediated yeast toxicity | S. cerevisiae expressing PfHsp40, growth rescue, ATP luminescence | growth rescue, % at 12.5 µM | 340,000 compounds, 0.68% hits | AID 504582; in the data active = growth rescue above about 28%, passing the limit was not always enough;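 also: yeast W303a lacking pdr1 and pdr3 grown in galactose medium; growth measured after three days at 30 °C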
Vc quorum ag = induces V. cholerae light production without autoinducers | 350,000 compounds, 0.16% hits | V. cholerae BH1578 lux reporter, luminescence, 6 h | activation, % at 18.7 µM; in the data active = activation mostly above about 9.7%, no sharp cut-off; also: not every result past the cut was called active; inactives centre near 0; reference of the scale not given here
VHR inh abs = blocks human VHR1 dual specificity phosphatase | inhibition, % at 13.3 µM | AID 1654 | 290,000 compounds, 0.52% hits | recombinant VHR phosphatase, pNPP absorbance; in the data active = inhibition above about 50%; also: some compounds called inactive have numbers as strong as hits
Target sequence (P51452 whole entry, looked up): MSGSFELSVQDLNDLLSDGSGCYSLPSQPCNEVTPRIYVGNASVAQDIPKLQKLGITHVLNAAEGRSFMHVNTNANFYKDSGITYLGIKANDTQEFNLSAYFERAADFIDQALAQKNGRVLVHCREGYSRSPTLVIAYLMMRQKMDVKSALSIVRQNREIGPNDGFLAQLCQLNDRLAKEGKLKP
3CLpro inhibitor = SARS-CoV 3CLpro protease inhibition. recombinant SARS-CoV 3CLpro, quenched FRET peptide cleavage. inhibition, % at 6 µM. 290,000 compounds, 0.14% hits; in the data active = inhibition above about 12%
CCHFV vOTU inh = CCHFV vOTU protease inhibition; 370,000 compounds, 0.55% hits; inhibition, % at 11.5 µM; Pep-AMC fluorescence; in the data active = inhibition above about 30%; also: 0% = vehicle wells with enzyme and 100% = no enzyme wells
TcdB inh = TcdB glycohydrolase inhibition; P18177; TcdB glycohydrolase enzymatic assay, plate reader; inhibition, % at 9.99 µM; 350,000 compounds, 0.24% hits; AID 652162; in the data active = inhibition above about 10%
BoNT-A LC inh2 = blocks Botulinum neurotoxin A light chain protease. multiplex microsphere protease substrate cleavage, flow cytometry. inhibition, % at 10 µM. 360,000 compounds, 0.17% hits; also: plate controls were buffer without enzyme for full effect and enzyme alone for no effect
PriA SSB inh = inhibitors of Klebsiella pneumoniae PriA binding to SSB C-terminal tail. AlphaScreen SSBct-PriA binding, biotinylated peptide. inhibition, % at 33 µM. 430,000 compounds, 0.6% hits. AID 1272365; in the data active = inhibition mostly above about 37%, no sharp cut-off; inactive = mostly below about 20%;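 also: plate controls were negative control peptide for no effect and reference peptide for full effect; strong numbers were not always called active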
Y pestis TopoI = Y. pestis Topo-I inhibition via cleavage products | 360,000 compounds, 0.064% hits | activity, % at 10 µM | Y. pestis Topo-I cleavage product accumulation, plate reader; in the data active = activity above about 50%, passing the limit was not always enough; also: inactives centre near 2
Anthrax LF inh2 = inhibitors of Bacillus anthracis lethal factor protease | AID 588501 | P15917 | inhibition, % at 10 µM | multiplex microsphere protease cleavage assay, LF | 360,000 compounds, 0.12% hits; also: plate controls were buffer without enzyme for full effect and enzyme alone for no effect
Target sequence (P15917 whole entry, looked up): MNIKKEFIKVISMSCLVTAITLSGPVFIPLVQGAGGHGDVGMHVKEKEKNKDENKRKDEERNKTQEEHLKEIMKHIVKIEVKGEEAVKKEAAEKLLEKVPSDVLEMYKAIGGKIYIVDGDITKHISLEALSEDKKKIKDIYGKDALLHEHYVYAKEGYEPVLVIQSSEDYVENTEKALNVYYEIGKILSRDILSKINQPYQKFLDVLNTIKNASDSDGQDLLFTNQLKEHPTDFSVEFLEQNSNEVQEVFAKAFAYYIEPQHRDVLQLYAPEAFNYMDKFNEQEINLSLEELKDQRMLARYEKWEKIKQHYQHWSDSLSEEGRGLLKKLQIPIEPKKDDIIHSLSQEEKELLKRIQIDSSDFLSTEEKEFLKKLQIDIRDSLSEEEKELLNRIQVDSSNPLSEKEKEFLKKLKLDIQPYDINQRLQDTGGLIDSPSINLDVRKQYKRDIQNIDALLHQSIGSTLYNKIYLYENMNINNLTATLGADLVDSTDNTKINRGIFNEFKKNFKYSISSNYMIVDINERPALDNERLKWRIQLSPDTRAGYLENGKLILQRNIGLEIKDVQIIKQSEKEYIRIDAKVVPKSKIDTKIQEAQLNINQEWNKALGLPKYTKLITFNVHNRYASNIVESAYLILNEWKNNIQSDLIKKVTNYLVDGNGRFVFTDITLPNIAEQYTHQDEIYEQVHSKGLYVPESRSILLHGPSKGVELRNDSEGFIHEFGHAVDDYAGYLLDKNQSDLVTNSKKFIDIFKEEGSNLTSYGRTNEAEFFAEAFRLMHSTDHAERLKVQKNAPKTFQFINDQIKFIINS
* = called active by the depositor; i = inactive; / = no result given; & = joins results of further samples. Rule as the data show it, unless noted: active = inhibition above about 30%; inconclusive = no clear call, values can overlap the other calls; inactive = below that. This is a subset. The share of hits here may be higher or lower than overall.

Each structure is followed by: Vc quorum ag, 3CLpro inhibitor, BoNT-A LC inh2, TcdB inh, VHR inh abs, Anthrax LF inh2, CCHFV vOTU inh, PfHsp40 yeast, Y pestis TopoI, PriA SSB inh
> CN1CCN(C(=O)c2ccc3ccccc3c2)CC1
→ 7.1, -5, -0.4, /, 19, 1, 3, -1.2, 5, -15
> CCn1cc(/C=C(\NC(=O)c2ccc(OC)cc2)C(=O)N2CCOCC2)c2ccccc21
→ i, 2, 1.6, 3.1, -14, 1, 16, -1.7, -3, -8
> CC1=C(C(=O)N2CCN(c3cc(C)ccc3C)CC2)C2(CCCCC2)OC1=O
→ -0.5, -3, 1.3, -1.0, 11, -10, -6, 3.7, 0, 3
> CCNc1cc(N2CCOCC2)nc(SC)n1
→ i, 1, -0.5, 1.6, 6, 3, 4, 1.2, -1, 2
> COc1ccc(N(CC(=O)Nc2ccccc2C(N)=O)S(=O)(=O)c2ccc(C)c([N+](=O)[O-])c2)cc1
→ -0.4, 4, -1.4, -2.4, 7, -2, 6, -1.2, 16, -7
> Cc1nnc(NC(=O)CSc2ncn(-c3ccccc3)n2)s1
→ i, -1, -2.6, 0.0, 2, -1, 1, -0.1, -2, -9
> O=[N+]([O-])c1ccc(O)c(/C=N/Nc2ncnc3c2cnn3-c2ccccc2)c1
→ i, -6, 3.5, -0.6, 34, -5, 12, 0.6, -5, /
> Cc1ccc(C(=O)NCC(c2ccco2)N2CCOCC2)cc1 (configuration not stated)
→ -0.3, /, /, 1.2, /, /, -12, 0.2, 5, 1&-10
> Cc1ccc(-c2nnc3n2N=C(c2ccccc2)CS3)cc1
→ -0.4, -4, -0.1, 0.4, 12, -4, 0, 0.4, 16, 9
> Cc1c(C(=O)N(Cc2ccccc2)C(C)C)oc2ccc(S(=O)(=O)N3CCOCC3)cc12
→ -0.9, -3, -1.7, 0.3, 2, 0, -1, 0.1, 21, 6
> CCn1cc(/C=C/c2cc[n+](C)cc2)c2ccccc21
→ 0.1, -13, -9.4, 2.3, 10, 4, 29, -0.5, -6, -6
> CC1=CC(=Cc2sc3ccccc3[n+]2C)C=C(C)O1
→ -0.3, -1, 3.1, 1.1, 36, -1, 15, 2.0, -10, 1
> Cn1c(=O)c2c(nc(NCc3ccccc3)n2CCCc2ccccc2)n(C)c1=O
→ i, 4, 0.2, /, 17, -2, -2, 5.6, 0, -20
> Cc1cccc(C(=O)N[C@@H]2c3ccccc3C[C@@H]2O)n1
→ i, /, 0.0, 0.8, /, 6, -2, -2.3, 3, -17
> C/C(=N\NC(=O)c1cccc([N+](=O)[O-])c1)c1cccnc1
→ i, -3, -2.2, -1.5, 16, -5, 1, -1.6, 4, /
> CN(C(=O)CS(=O)(=O)c1cccc(Cl)c1)c1ccccc1
→ -1.0, -5, 0.5, -0.2, 26, -5, -15, -1.1, 11, -20
> CN(C)c1ccc(C=NCCC2(O)CCOC(C)(C)C2)cc1 (configuration not stated)
→ i, -5, 0.6, /, 9, -2, 1, -1.1, 5, -9
> Cc1cc(N2CCN(C)CC2)nc2ccc(NC(=S)N3CCN(c4cccc(Cl)c4)CC3)cc12
→ i, 1, -1.2, -0.6, 27, 0, -25, -2.1, 8, 14
> COc1ccc2c(c1)c(=O)c(C(=O)c1ccccc1)cn2Cc1ccc(C)cc1
→ -0.3, -2, -1.1, 0.9, 0, -4, 17, 1.4, 21, 2
> COc1ccc(CCn2c(N)c(S(=O)(=O)c3cccs3)c3nc4ccccc4nc32)cc1OC
→ -0.4, 2, 0.6, -0.8, 3, -1, 6, -1.1, 26, -6
> O=C(Nc1ccc(-c2csc(Nc3cccc(C(F)(F)F)c3)n2)cc1)c1cc([N+](=O)[O-])cc(C(F)(F)F)c1
→ -9.1, /, -0.4, 1.1, -19, -2, 2, 1.3, -13, 6
> N#C/C(=C\c1cn(Cc2ccccc2)c2ccccc12)C(=O)NCc1ccco1
→ -0.2, 3, -1.2, 0.1, 7, -2, -7, -1.4, -9, 0
> CCOc1ccccc1C(=O)NCC(=O)NCc1ccc(S(=O)(=O)N2CCOCC2)cc1
→ -6.3, /, 2.8, -0.6, /, 6, -9, -0.7, 6, 1
> COc1ccc(-n2c(C)c(C)c3c(NCCCO)ncnc32)cc1
→ i, 7, -4.5, 1.1, -10, -7, -1, -2.3, 4, 12
> COc1cc(OC)cc(C(=O)NCC(=O)N2CCN(Cc3ccccc3)CC2)c1
→ i, /, -0.3, 0.4, /, 4, -3, -0.7, 1, 0
> Cc1cc(Cl)ccc1OCc1nnc2n1CCCCC2
→ -0.3, 3, -0.2, 0.7, 2, 1, 0, -0.6, 22, -11
> COc1ccc(Cl)cc1NC(=O)COC(=O)CNC(=O)c1ccc([N+](=O)[O-])c(C)c1
→ -0.3, 2, -0.7, /, 2, 0, 0, -0.5, -2, 13
> Cc1cc(-c2nnc3n2CCCCC3)c(C)n1-c1ccccc1
→ -1.4, 1, 1.4, 0.8, 44, 1, 13, -1.9, 5, -12
> COc1ccc(OC)c(-c2csc(-c3cccs3)n2)c1
→ -0.4, 6, -0.9, 0.5, 6, -2, 5, 0.6, -1, -24
> Cc1ccccc1NC(=O)Nc1ccc2c(c1)OCO2
→ i, 3, 2.5, -1.8, 2, -2, 11, -0.9, -5, 9
> CCCn1c(=O)c(C(=O)Nc2ccccc2C)c(O)c2ccccc21
→ i, -2, -2.5, -0.1, 18, 10, -10, 1.9, -8, 3
> Cc1ccc(-c2[nH]c(-c3ccc(C(=O)O)cc3)nc2-c2ccccc2)cc1
→ -0.5, -2, -1.0, 2.5, -2, -1, -376, 0.6, -2, 8
> c1nc(N2CCN(Cc3ccc4c(c3)OCO4)CC2)c2[nH]cnc2n1
→ -0.2, 3, -0.2, 1.2, 12, -5, 1, 1.3, -3, 0&-17
> CCNC(=O)C1CCCN(C(=O)c2ccco2)CC1 (configuration not stated)
→ 1.2, /, -0.1, -0.7, /, -5, -3, /, 0, /
> CC(C)N(C(=O)C(F)(F)F)C(C(=O)NC1CCCCC1)c1ccncc1 (configuration not stated)
→ -0.2, 1, 0.3, /, 0, -3, -11, -0.3, -6, 2
> C=CCOC(=O)COc1cc(C)cc2oc(=O)c3c(c12)CCC3
→ i, 0, -0.5, /, 14, -9, -13, 0.0, -2, -18
> CCCCN(C(=O)c1ccc(S(=O)(=O)N2CCCC2)cc1)C1CCS(=O)(=O)C1 (configuration not stated)
→ -0.2, /, 0.2, 3.5, /, -5, 13, -1.2, 3, -3
> CC(OC(=O)c1cc[n+]([O-])cc1)C(=O)Nc1ccc(C(N)=O)cc1 (configuration not stated)
→ 0.6, /, -0.8, 0.2, /, -3, -2, -1.2, -3, -6
> O=C(CN1C(=O)c2ccccc2C1=O)Nc1ccc(N2CCOCC2)cc1
→ -0.7, 3, -0.8, 0.3, 19, -4, 10, 1.6, 3, 4
> CCOCCCNC(=O)C1CCN(C(=O)Nc2ccc(C)cc2)CC1
→ -0.3, 0, 0.5, /, 0, -13, -8, 0.7, 4, 2
> CCN(CC)S(=O)(=O)c1ccc(N2CCCC2)c(NC(=O)C2=COCCO2)c1
→ -0.6, /, -8.2, 0.2, /, -7, -1, -1.3, -1, -13
> O=C(Nc1cccc(Cl)c1N1CCCC1)c1ccc([N+](=O)[O-])o1
→ i, -1, 0.0, -0.7, -7, -3, -19, -1.4, -1, 6
> COc1ccc(CN(CC2CCC(C(=O)O)CC2)C(=S)Nc2cc(C)ccc2C)cc1 (configuration not stated)
→ 0.4, 1, -1.6, 0.7, -2, -8, 9, -1.1, 10, 1
> CCOC(=O)C1(Cc2ccccc2C)CCCN(C(=O)COC)C1 (configuration not stated)
→ -0.6, 3, -1.6, 0.3, -3, -22, -15, -0.3, -4, -10
> COc1cccc(CNC(=O)CCC2CCCN(C(=O)C3CCOCC3)C2)c1 (configuration not stated)
→ 1.0, 2, -0.9, 0.6, 9, -7, -9, 0.0, 2, -14
> COc1ccc2[nH]c3c(c2c1)CCNC3c1ccc([N+](=O)[O-])o1 (configuration not stated)
→ -0.6, 2, -2.5, -2.5, 13, -96, -2, 2.1, -30, 0
> O=C(CSc1nnc(-c2ccc(F)cc2)o1)Nc1ccc(S(=O)(=O)N2CCCC2)cc1
→ -4.8, 5, -0.4, /, -6, -6, 6, -0.1, 5, 8
> Cc1ccc(NCC(=O)N/N=C/c2c[nH]c3ccccc23)cc1
→ 1.1, 6, -0.5, /, 12, -2, 19, 0.6, -17, /
> O=C(CSc1nc(=O)n2ccccc2n1)NCc1ccccc1
→ -0.7, /, /, 0.3, /, /, -2, 0.0, 5, 6
> Cc1cccc(NS(=O)(=O)c2cc([N+](=O)[O-])ccc2C)n1
→ i, 0, -1.0, -1.0, 17, -5, -3, 0.8, -7, -11
> Cn1cnc([N+](=O)[O-])c1Sc1ccc([N+](=O)[O-])cc1
→ -0.5, 4, -0.5, 2.2, 15, -4, 17, 1.9, 2, -6&-4
> CCOC(=O)C(=O)Nc1ccc(S(=O)(=O)Nc2ncccn2)cc1
→ i, 5, -0.6, /, -5, -2, 10, -1.0, 4, 13

Part of the list above in order of molecular weight, high to low:
Each structure is followed by: Vc quorum ag, 3CLpro inhibitor, BoNT-A LC inh2, TcdB inh, VHR inh abs, Anthrax LF inh2, CCHFV vOTU inh, PfHsp40 yeast, Y pestis TopoI, PriA SSB inh
> O=C(CSc1nnc(-c2ccc(F)cc2)o1)Nc1ccc(S(=O)(=O)N2CCCC2)cc1
→ -4.8, 5, -0.4, /, -6, -6, 6, -0.1, 5, 8
> COc1ccc2[nH]c3c(c2c1)CCNC3c1ccc([N+](=O)[O-])o1 (configuration not stated)
→ -0.6, 2, -2.5, -2.5, 13, -96, -2, 2.1, -30, 0
> Cc1ccc(NCC(=O)N/N=C/c2c[nH]c3ccccc23)cc1
→ 1.1, 6, -0.5, /, 12, -2, 19, 0.6, -17, /

Entries listed so far that have a furan ring, fused or not (six):
Each structure is followed by: Vc quorum ag, 3CLpro inhibitor, BoNT-A LC inh2, TcdB inh, VHR inh abs, Anthrax LF inh2, CCHFV vOTU inh, PfHsp40 yeast, Y pestis TopoI, PriA SSB inh
> Cc1ccc(C(=O)NCC(c2ccco2)N2CCOCC2)cc1 (configuration not stated)
→ -0.3, /, /, 1.2, /, /, -12, 0.2, 5, 1&-10
> Cc1c(C(=O)N(Cc2ccccc2)C(C)C)oc2ccc(S(=O)(=O)N3CCOCC3)cc12
→ -0.9, -3, -1.7, 0.3, 2, 0, -1, 0.1, 21, 6
> N#C/C(=C\c1cn(Cc2ccccc2)c2ccccc12)C(=O)NCc1ccco1
→ -0.2, 3, -1.2, 0.1, 7, -2, -7, -1.4, -9, 0
> CCNC(=O)C1CCCN(C(=O)c2ccco2)CC1 (configuration not stated)
→ 1.2, /, -0.1, -0.7, /, -5, -3, /, 0, /
> O=C(Nc1cccc(Cl)c1N1CCCC1)c1ccc([N+](=O)[O-])o1
→ i, -1, 0.0, -0.7, -7, -3, -19, -1.4, -1, 6
> COc1ccc2[nH]c3c(c2c1)CCNC3c1ccc([N+](=O)[O-])o1 (configuration not stated)
→ -0.6, 2, -2.5, -2.5, 13, -96, -2, 2.1, -30, 0
